Source: PubChem (several laboratories)
core dimer inh = blocks dimerization of HCV core protein; TR-FRET GST/Flag-core106 dimerization, 1536-well; inhibition, % at 5 µM; 300,000 tested, 0.33% active;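 active = inhibition above the mean of all tested compounds plus 3 SD, set per screening campaign, cut at about 45% in these data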
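assay system = GST-tagged and Flag-tagged HCV core protein residues 1-106 | controls = unlabelled core106 and no-GST-core106 wells | incubation = compound-protein-antibody incubation 4 h at 22.5 °C | probe or stimulus = Eu donor and XL665 acceptor anti-tag antibodies | read-out = % inhibition based on acceptor/donor emission ratio | signal = TR-FRET 671 and 617 nm emission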
proCasp7 act = counter-screen for procaspase-3 activators: activators of human procaspase-7; 330,000 tested, 0.093% active; recombinant procaspase-7, Ac-DEVD-pNA absorbance 405 nm; D23A/D198A/D206A triple mutant, cannot self-cleave; scale: DMSO 0, 5 µM enzyme 100; activation, % at 8.5 µM;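 active = percent activation above the screen-wide mean plus 3 SD, cut at about 25% in these data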
Target sequence (P55210 whole entry D23A/D198A/D206A): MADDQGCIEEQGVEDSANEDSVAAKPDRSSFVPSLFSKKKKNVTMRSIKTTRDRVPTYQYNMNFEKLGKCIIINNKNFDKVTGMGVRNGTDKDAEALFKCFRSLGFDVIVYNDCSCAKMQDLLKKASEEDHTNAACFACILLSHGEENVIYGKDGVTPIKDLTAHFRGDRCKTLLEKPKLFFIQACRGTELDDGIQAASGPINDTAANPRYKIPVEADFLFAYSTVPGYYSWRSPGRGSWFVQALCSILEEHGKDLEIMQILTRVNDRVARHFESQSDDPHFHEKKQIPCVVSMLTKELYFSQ
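buffer or medium = Zinc-free HEPES/NaCl buffer, pH 7.4 | material = Procaspase-7 triple mutant (PC-7 D3A) | input = 2 µM procaspase-7 mutant as dispensed | signal = Epi-absorbance of released pNA at 405 nm, two timepoints | timing = 1 h preincubation, 2 h reaction | replicates = singlicate compound testing | evaluation = % activation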
Fh CTSL1 inh = blocks F. hepatica cathepsin L1 in PFM18AAP counter-screen; inhibition, % at 5.96 µM; AID 1906; 300,000 tested, 0.49% active; recombinant F. hepatica cathepsin L1, Z-Leu-Arg-MCA fluorescence;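 active = inhibition above the mean of all tested compounds plus 3 SD, set per screening campaign, cut at about 17% in these data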;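 note: 0% = plate median of test compound wells and 100% = 1 µM Z-Phe-Ala-diazomethylketone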
PP1 counter = blocks human PP1-alpha phosphatase, a PP5 counter-screen. purified PP1alpha, OMFP fluorescence. inhibition, % at 6.7 µM. 320,000 tested, 0.9% active;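 active = inhibition above the mean inhibition of all tested compounds plus 3 SD, computed separately for each screening campaign, cut at about 15% in these data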
Target sequence (P62136 whole entry, looked up): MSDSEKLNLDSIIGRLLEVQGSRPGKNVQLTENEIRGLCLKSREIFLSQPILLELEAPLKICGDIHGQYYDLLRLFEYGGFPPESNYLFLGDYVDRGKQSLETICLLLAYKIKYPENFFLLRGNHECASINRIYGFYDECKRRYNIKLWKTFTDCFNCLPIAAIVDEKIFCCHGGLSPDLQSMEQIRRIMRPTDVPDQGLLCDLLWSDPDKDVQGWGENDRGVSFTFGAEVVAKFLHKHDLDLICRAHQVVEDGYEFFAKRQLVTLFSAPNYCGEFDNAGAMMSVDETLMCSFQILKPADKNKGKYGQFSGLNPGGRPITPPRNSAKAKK
Efflux pump inh = blocks antifungal efflux pumps in multiplex yeast assay; S. cerevisiae Candida pump triplex, Nile Red efflux; inhibition, % at 10 µM; 330,000 tested, 0.44% active; AID 485275;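 active = plate passing quality check with inhibition over a set limit, or well fluorescence over plate mean plus 4 SD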;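 note: Nile Red retained in pooled yeast measured as flow cytometry median fluorescence; 0% = buffer negative control and 100% = Enniatin B positive control; higher means more Nile Red kept so more efflux inhibition; some compounds called inactive have numbers as strong as hits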
procasp3 activ = procaspase-3 (human) activation | P42574 | recombinant procaspase-3 D3A, Ac-DEVD-pNA absorbance 405 nm | activation, % at 8.5 µM | 330,000 tested, 0.11% active;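 active = activation above the mean of all tested compounds plus 3 SD, cut at about 21% in these data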;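 note: 0% = DMSO alone and 100% = DMSO wells spiked with extra 5 µM PC-3 D3A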
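assay system = Procaspase-3 D3A mutant | signal = absorbance at 405 nm, 0 and 120 min | times = 1 h preincubation plus 2 h reaction at 25 °C | repeats = single replicate | read-out = % activation between DMSO and enzyme-spiked controls | medium = Zinc-free HEPES saline buffer with Triton X-100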
PP5 inh = PP5 (human) phosphatase inhibition. 320,000 tested, 0.18% active. inhibition, % at 6.7 µM. purified PP5c, OMFP substrate fluorescence;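 active = inhibition above the campaign's mean inhibition across all tested compounds plus 3 SD, cut at about 9.5% in these data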;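 note: 0% = DMSO only and 100% = 100 µM cantharidin control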
JMJD2C inh = inhibitors of human GASC-1 (JMJD2C) demethylase. Q9H3R0. GST-JMJD2C(1-420) H3K9me3 demethylation, DELFIA europium. inhibition, % at 2.35 µM. 330,000 tested, 0.069% active. AID 2099;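 active = more than half of a compound's replicate wells show inhibition beyond 50%, single wells judged on their own value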;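 note: signal counts dimethyl H3K9 product captured on neutravidin plate; 0% = median of DMSO wells and 100% = 0.3 times that DMSO median; strong numbers were not always called active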
Target sequence (Q9H3R0 1-420 limits assumed): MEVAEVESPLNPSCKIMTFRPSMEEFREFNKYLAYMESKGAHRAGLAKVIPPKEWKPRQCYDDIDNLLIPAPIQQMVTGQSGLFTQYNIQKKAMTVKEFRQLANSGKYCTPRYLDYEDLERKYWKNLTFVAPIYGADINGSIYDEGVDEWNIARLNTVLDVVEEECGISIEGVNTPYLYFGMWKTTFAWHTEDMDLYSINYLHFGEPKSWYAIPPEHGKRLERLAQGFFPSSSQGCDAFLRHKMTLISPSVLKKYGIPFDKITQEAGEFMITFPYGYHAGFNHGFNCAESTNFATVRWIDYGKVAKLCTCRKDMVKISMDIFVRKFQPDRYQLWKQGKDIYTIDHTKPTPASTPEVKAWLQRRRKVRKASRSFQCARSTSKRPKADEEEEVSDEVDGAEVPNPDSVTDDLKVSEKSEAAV
TPT1 inh = blocks Candida albicans tRNA 2'-phosphotransferase | recombinant caTPT1, FP RNA substrate dephosphorylation | inhibition, % at 5 µM | 300,000 tested, 0.81% active;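 active = inhibition above the mean of all tested compounds plus 3 SD, set per screening campaign, cut at about 24% in these data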;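 note: plate controls were DMSO alone for no effect and ferristatin control at 100 nM for full effect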
* = called active by the depositor; x = not tested or not shown; & = joins results of further samples.

SMILES | core dimer inh | proCasp7 act | Fh CTSL1 inh | PP1 counter | Efflux pump inh | procasp3 activ | PP5 inh | JMJD2C inh | TPT1 inh
CC1CCN(C(=O)c2ccc(CSc3nc4ccncc4n3Cc3ccc(F)cc3)cc2)CC1 | -7 | 7 | 1 | 2 | 0.1 | 1 | 2.8 | -19 | -2
COc1cccc(CNC(=O)CSc2nnc3c(n2)[nH]c2ccccc23)c1 | -10 | 6 | 1 | -1 | 0.1 | -3 | -0.2 | -2 | 2
O=C(Cc1csc(N2CCOCC2)n1)N/N=C/c1ccc(Cl)cc1Cl | 6 | 17 | -4 | 3 | 0.0 | -3 | 0.2 | 0 | -1
C=CCOC(=O)C1=C[C@H](c2csc3ccccc23)[C@@H](CCCO)[C@H](OCC)O1 | -11 | 7 | 2 | 4 | x | 4 | 4.5 | 8 | -1
CCc1ccc(C2=NN(CCC(=O)NCC3CCCO3)C(=O)CC2)cc1 (stereo not given) | 2 | 7 | -3 | -7 | 0.1 | 0 | 0.9 | -26 | 0
CN1CCN(C(=O)c2cc(Cl)ccc2Cl)CC1 | 1 | 7 | -1 | -3 | -0.1 | 6 | -1.2 | -4 | -3
CCC(C)(C)NC(=O)CN(Cc1ccco1)C(=O)CCC(=O)Nc1nccs1 | 0 | -8 | -2 | -3 | 0.1 | 12 | 3.3 | -10 | 5
Cc1nc(=O)c(-c2ccccc2)c(C)n1CCCCCC(=O)O | 3 | -8 | 3 | -1 | 0.1 | 12 | 2.0 | -13 | 1
CCN1CCN(c2ccc(NC(=O)COc3ccc([N+](=O)[O-])cc3)cc2)CC1 | 1 | -1 | 1 | -1 | 0.0 | 13 | 1.7 | 8 | -2
CC1N=C2c3ccccc3N=C(SCc3cc(=O)n4cc(Cl)ccc4n3)N2C1=O (stereo not given) | 4 | -2 | 4 | -3 | -0.6 | 1 | 0.1 | -9 | -1
COc1cc(/C=N/Nc2ccc(F)cc2F)cc(OC)c1OC | -1 | -7 | 1 | -5 | 0.1 | -16 | 1.6 | -7 | -3
N/C(Cc1ccc([N+](=O)[O-])cc1)=N\OC(=O)c1ccc(Br)o1 | -2 | -12 | 0 | 1 | 0.1 | 1 | -3.1 | -20 | -4

Fetched by compound from the entries so far, four records:
SMILES | core dimer inh | proCasp7 act | Fh CTSL1 inh | PP1 counter | Efflux pump inh | procasp3 activ | PP5 inh | JMJD2C inh | TPT1 inh
Cc1nc(=O)c(-c2ccccc2)c(C)n1CCCCCC(=O)O | 3 | -8 | 3 | -1 | 0.1 | 12 | 2.0 | -13 | 1
COc1cccc(CNC(=O)CSc2nnc3c(n2)[nH]c2ccccc23)c1 | -10 | 6 | 1 | -1 | 0.1 | -3 | -0.2 | -2 | 2
CCC(C)(C)NC(=O)CN(Cc1ccco1)C(=O)CCC(=O)Nc1nccs1 | 0 | -8 | -2 | -3 | 0.1 | 12 | 3.3 | -10 | 5
C=CCOC(=O)C1=C[C@H](c2csc3ccccc23)[C@@H](CCCO)[C@H](OCC)O1 | -11 | 7 | 2 | 4 | x | 4 | 4.5 | 8 | -1

Other structures
SMILES | core dimer inh | proCasp7 act | Fh CTSL1 inh | PP1 counter | Efflux pump inh | procasp3 activ | PP5 inh | JMJD2C inh | TPT1 inh
CCOc1ccc(C(=O)N(CN2CCCC2=O)c2cccc(Cl)c2)cc1 | -1 | 8 | -2 | -2 | -0.1 | 8 | 0.3 | 22 | 0
COc1ccc(-n2ncc3c(NCCN4CCOCC4)ncnc32)cc1 | -1 | 8 | 2 | -1 | 0.0 | 3 | 1.2 | -10 | 1
CCn1ccnc1CNCc1cn(-c2cc(C)ccc2C)nc1-c1ccccc1 | 10 | 5 | -2 | 2 | 0.1 | -4 | 0.2 | -20 | -8
Cn1c(=O)c2c(SCC(=O)N3CCOCC3)nc(C3CC3)nc2n(C)c1=O | 6 | -2 | 2 | 2 | -0.1 | -2 | 0.9 | 30 | -1
O=[N+]([O-])c1cccc(S(=O)(=O)N2CCC(c3nc(-c4ccncc4)no3)CC2)c1 | 0 | 3 | -2 | -2 | 0.0 | -5 | 0.9 | 17 | -2
O=C(c1cccnc1)N1CCC(Oc2ccc(C(=O)N3CCCCO3)cc2)CC1 | -3 | -6 | 10 | -8 | 0.2 | 6 | -8.4 | -21 | -4
Cc1cc(NC(=O)CSc2nc(-c3ccco3)cc(C(F)(F)F)n2)no1 | 4 | 1 | 6 | -1 | -0.1 | 0 | 1.8 | -4&18 | 7
CCn1c(SCC(=O)Nc2nc(C)cs2)nnc1-c1ccco1 | -9 | -3 | -3 | 2 | 0.1 | 4 | 0.6 | 4 | -3
CCOc1ccc(-c2c[n+]3c(n2-c2ccccc2)CCCCC3)cc1 | -12 | -2 | -2 | -3 | 0.1 | 3 | 3.9 | 10 | 0
Cc1nn(Cc2c(F)c(F)c(F)c(F)c2F)c(C)c1NC(=O)c1ccnn1C | 7 | -9 | -3 | -2 | -0.3 | -1 | -1.0 | 0 | -1
O=C(NCCCNC(=O)c1cnccn1)c1ccc(Cl)c(Cl)c1 | -13 | -13 | 3 | 0 | 0.0 | -1 | -0.2 | -15 | -1
CN(C)S(=O)(=O)c1ccc(Cl)c(NC(=O)CN2C(=O)NC3(CCc4ccccc43)C2=O)c1 (stereo not given) | x | 1 | x | 0 | -0.1 | -4 | 2.6 | 1 | x
Cn1c(SCC(=O)c2ccc(F)cc2)nc2cccnc21 | 1 | -1 | -2 | -3 | -0.1 | 0 | 1.6 | -28 | -2
CCCC(C(=O)Nc1ccc(S(=O)(=O)Nc2ncccn2)cc1)c1ccccc1 (stereo not given) | 12 | 17 | -2 | -7 | 0.0 | 1 | 1.0 | 7 | -3
CC(C)(C)c1ccc(OCc2ccc(C(=O)N/N=C/c3ccc([N+](=O)[O-])cc3)o2)cc1 | 12 | 1 | -3 | 1 | 0.1 | 2 | 0.7 | 0 | 2
CCN(C[C@H]1N[C@@](Cc2ccccc2)(C(=O)OC)[C@H]2C(=O)N(Cc3ccccc3)C(=O)[C@@H]12)S(=O)(=O)c1ccccc1 | x | 2 | x | x | -0.3 | 5 | x | 61* | x
O=C(NNC(=O)c1cc(S(=O)(=O)N2CCCCC2)ccc1Cl)c1ccccc1O | x | 10 | x | 0 | 0.3 | 2 | 4.5 | 6 | x
O=C(Cn1nc(C(=O)O)c2ccccc2c1=O)Nc1cc(Cl)cc(Cl)c1 | 2 | 4 | -4 | 2 | 0.0 | -1 | 3.5 | -7 | 2
COc1cccc(NC(=O)N2CCCCCC2)c1 | -2 | 10 | 1 | 3 | 0.1 | -6 | -2.0 | 2 | 0
O=c1[nH]c(CSc2nnc(-c3ccccc3)n2-c2ccccc2)nc2ccccc12 | -17 | -3 | -1 | -1 | -0.1 | 3 | 2.3 | 2 | 0
COc1cc(C(=O)Nc2ccncc2)cc(OC)c1OC | 1 | 6 | -3 | -5 | -0.1 | 9 | -0.7 | 10 | -2
O=C(CNC(=O)c1ccccc1F)Nc1ccccc1C(F)(F)F | 3 | 1 | 1 | -6 | -0.1 | 3 | -4.3 | 14 | 0
Cc1ccc(C)c(OCCC(=O)Nc2cc(S(=O)(=O)N3CCCCC3)ccc2C)c1 | x | 12 | x | x | -0.2 | 5 | x | 1 | x
O=c1cc(Cl)c(-c2ccccc2)nn1Cc1ccc(Cl)cc1 | 7 | 10 | -3 | 3 | -0.1 | 8 | 3.9 | -47 | -5
O=C(NCC1CCOCC1)c1cc(COc2cccc(C(F)(F)F)c2)on1 | -9 | -1 | -3 | -6 | 0.0 | -2 | 2.9 | -4 | -1
Cc1c(C(=O)O)[nH]c2c1C(=O)CC(c1ccc(Cl)cc1)C2 (stereo not given) | 1 | 5 | -1 | 2 | 0.0 | -2 | 0.7 | 3 | 2
COc1ccc(CNc2ncnc3c2[nH]c2ccccc23)cc1 | -2 | 5 | 9 | 0 | -0.1 | -3 | 0.9 | 3 | -5
Cc1ccc(S(=O)(=O)Nc2cccc3c2O[C@H](CN(C)C(=O)Nc2ccc(C(F)(F)F)cc2)[C@@H](C)CN([C@H](C)CO)C3=O)cc1 | x | 13 | x | x | 0.5 | 5 | x | 8 | x
CNc1c(NS(=O)(=O)c2ccc(OC)c(Cl)c2)c(=O)oc2ccccc12 | 8 | 12 | -1 | -2 | -0.1 | 2 | -0.5 | -6 | -4
CCOC(=O)CCCNC(=O)c1cncc(Br)c1 | -7 | 6 | -5 | -1 | -0.2 | 2 | 2.0 | 0 | 2
Cc1[nH]c(C)c(S(=O)(=O)N2CCN(c3ccccc3F)CC2)c1C(=O)N1CCCCC1 | -6 | -3 | -1 | 2 | 0.1 | 9 | 1.5 | 23 | 0
O=C(NCC(=O)N(c1cnc2ccccc2c1)C(C(=O)NC1CCCC1)c1ccncc1)c1ccco1 (stereo not given) | -7 | 5 | -10 | 2 | 0.0 | -2 | -1.3 | -4 | 0
CCCCN(CC)Cc1ccc(CNC(=S)Nc2cccc(F)c2)o1 | -1 | -11 | 2 | 1 | 0.0 | 5 | -0.3 | 2 | -2
COc1cccc(C(=O)NC2CC3CCC(C2)N3Cc2ccccc2)c1 (stereo not given) | -3 | 9 | 2 | -3 | 0.1 | 2 | 3.2 | 7 | 2
CC(C)NC(=O)c1ccccc1NC(=O)CN(c1ccc2c(c1)OCO2)S(C)(=O)=O | 6 | -5 | -3 | -1 | 0.0 | 3 | 1.6 | -13 | 0
O=C(OC1CCCCC1=O)c1cccc(S(=O)(=O)NCc2ccccc2)c1 (stereo not given) | 0 | 4 | -2 | -4 | 0.0 | 0 | -0.9 | -13 | -2
Cc1nnsc1Sc1ccccc1 | -1 | -10 | 5 | -3 | -0.1 | -6 | -1.4 | -21 | -7
CC(=O)CCC1CC(c2ccc(Cl)cc2)=NO1 (stereo not given) | -6 | -2 | -3 | -3 | 0.0 | 4 | 1.4 | -3 | -1
O=C(NCc1ccccn1)c1n[nH]c2ccccc12 | 2 | -2 | 5 | -3 | -0.1 | -1 | 0.1 | 8 | -1
COC(=O)c1cnc(SCC(=O)c2ccccc2)n1C | 2 | 6 | -1 | -1 | -0.1 | 0 | 2.4 | -3 | 0
COc1cc(/C=N/NC(=O)c2csc3c2CCCC3)ccc1OCCN1CCOCC1 | 3 | 9 | 3 | -4 | 0.2 | 2 | -2.9 | -10 | 3
O=C(CN1C(=O)CSC1=O)Nc1ccc(N2CCOCC2)cc1 | -8 | 16 | -2 | -4 | 0.1 | -5 | 0.8 | -3 | 1
Cc1ccc(C2=CSC3=NS(=O)(=O)CCN23)cc1C | 1 | -2 | 1 | 4 | 0.0 | 13 | 2.6 | -11 | -3
Cc1ccc(SCC(=O)NCCc2ccc(F)cc2)cc1 | 13 | 4 | -2 | 1 | -0.1 | -1 | 0.6 | -5 | -1
Cc1cc(C)cc(N(CCC#N)C(=O)COC(=O)Cn2[nH]c(=O)c3ccccc3c2=O)c1 | x | 14 | x | x | 0.3 | 9 | x | 7 | x
